Screens: PubChem, National Center for Advancing Translational Sciences (NCATS)
NPSR antagonist: qHTS Assay for Antagonists of the Neuropeptide S Receptor: cAMP Signal Transduction. Q6W5P4. CHO-NPSR cells, cAMP TR-FRET, antagonist mode. Potency, µM (series often up to 38.3 µM), without a hit: at the top dose activity change, negative = inhibition, hits mostly inhibitors. 220,000 compounds, 1% hits. AID 1461, 2008; further: potency means the concentration at half of the fitted maximal effect; on the % scale 0 is the no-effect control and ±100 the full control effect; nearly all actives have a fitted effect of over 50% in size; many of its hits are not listed in these tables
Target sequence (Q6W5P4 whole entry, looked up): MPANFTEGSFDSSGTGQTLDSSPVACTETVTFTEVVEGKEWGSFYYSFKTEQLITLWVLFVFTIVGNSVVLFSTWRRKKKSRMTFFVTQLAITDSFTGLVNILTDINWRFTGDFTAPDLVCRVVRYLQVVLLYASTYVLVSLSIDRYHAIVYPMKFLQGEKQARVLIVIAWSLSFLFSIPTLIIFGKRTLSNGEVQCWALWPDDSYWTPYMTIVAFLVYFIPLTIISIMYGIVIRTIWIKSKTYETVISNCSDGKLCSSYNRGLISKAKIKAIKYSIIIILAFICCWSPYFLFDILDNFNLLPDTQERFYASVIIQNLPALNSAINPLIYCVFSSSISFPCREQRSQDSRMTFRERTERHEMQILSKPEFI
CBFb-RUNX1 inh: qHTS Assay for Compounds Blocking the Interaction Between CBF-beta and RUNX1 for the Treatment of Acute Myeloid Leukemia | AlphaScreen CBFb-His/RUNX1-biotin binding, biochemical | Runt-related transcription factor 1 (Homo sapiens) + Core-binding factor subunit beta … | 230,000 tested, under 10 active | Potency, µM (top dose mostly 59.8 µM), inactives show at the top dose activity, negative = inhibition, most hits filed as inhibitors; further: % of control where 0% means no effect
Target sequence (Q01196 whole entry, looked up): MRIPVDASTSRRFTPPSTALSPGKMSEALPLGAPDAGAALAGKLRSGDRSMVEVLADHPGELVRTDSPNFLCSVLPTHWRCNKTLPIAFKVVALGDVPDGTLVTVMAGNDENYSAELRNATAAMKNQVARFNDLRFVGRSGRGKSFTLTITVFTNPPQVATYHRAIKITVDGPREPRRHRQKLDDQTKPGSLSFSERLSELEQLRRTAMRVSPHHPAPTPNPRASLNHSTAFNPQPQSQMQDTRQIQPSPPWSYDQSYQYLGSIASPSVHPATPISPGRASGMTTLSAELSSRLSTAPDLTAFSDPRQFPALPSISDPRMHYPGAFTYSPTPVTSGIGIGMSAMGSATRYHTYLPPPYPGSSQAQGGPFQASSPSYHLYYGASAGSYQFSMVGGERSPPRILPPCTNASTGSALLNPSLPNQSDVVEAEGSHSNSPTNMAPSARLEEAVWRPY
Target sequence (Q13951 whole entry, looked up): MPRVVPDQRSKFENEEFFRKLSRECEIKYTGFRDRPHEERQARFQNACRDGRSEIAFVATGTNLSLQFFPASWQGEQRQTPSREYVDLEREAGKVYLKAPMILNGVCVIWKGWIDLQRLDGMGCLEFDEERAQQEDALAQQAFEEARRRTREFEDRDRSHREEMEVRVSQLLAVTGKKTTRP
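CBF-beta (His) and RUNX1 (biotin), 30 nM each; 20 min preassociation; + compound, 15 min; + beads 50 ng each (Ni, streptavidin), 90 min; RT; AlphaScreen read.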
L3MBTL1 block: qHTS Assay for the Inhibitors of L3MBTL1; Lethal(3)malignant brain tumor-like protein 1 (Homo sapiens), Q9Y468; AlphaScreen L3MBTL1–H3K9me1 peptide binding; Potency, µM (highest dose often 57.1 µM), inactives show at the highest dose activity, negative = inhibition, hits mostly inhibitors; 230,000 compounds, 0.66% hits; AID 485360, 2010; further: potency means the concentration at half of the fitted maximal effect; on the % scale 0 is the no-effect control and ±100 the full control effect; nearly all actives have a fitted effect of over 60% in size
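Displacement of a biotinylated histone H3(1-15) peptide monomethylated at Lys9 (75 nM) from L3MBTL1 (50 nM) was measured by AlphaScreen after a 30 min room-temperature compound incubation; cefsulodin titration served as intraplate control.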
HttQ103 aggreg: qHTS Multiplex Assay to Identify Dual Action Probes in a Cell Model of Huntington: Aggregate Formation (GFP). 220,000 compounds, 1.1% hits. Potency, µM (highest dose often 46.1 µM), for inactives: at the top dose activity change, negative = inhibition, usual class: inhibitors. PC12 HttQ103-GFP aggregates, Acumen cytometry, 40 h; further: potency means the concentration at half of the fitted maximal effect; on the % scale 0 is the no-effect control and ±100 the full control effect; nearly all actives have a fitted effect of over 60% in size
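Aggregates are detected as GFP objects 1–25 µm with signal 6 STDEV over background in lysates of induced PC12 cells. These carry Huntingtin exon 1 with 103 glutamines fused to GFP under an ecdysone promoter; compounds titrated.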
Luc counter: Counterscreen for Luciferase (Kinase-Glo TM) Inhibition. Potency, µM (doses to about 38.3 µM), without a hit: top-dose activity change, negative = inhibition, hits mostly inhibitors. 200,000 compounds, 0.28% hits. Luciferin 4-monooxygenase (Photuris pensylvanica), Q27757. Kinase-Glo luciferase, ATP luminescence, 8 min. AID 1379, 2008; further: potency means the concentration at half of the fitted maximal effect; on the % scale 0 is the no-effect control and ±100 the full control effect; nearly all actives have a fitted effect of over 60% in size
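Luminescence was the read-out, taken after 8-minute incubation at ambient temperature. Luciferase turned over luciferin with 10 uM ATP in imidazole pH 7.2 buffer containing KCl, MgCl2, Tween 20 and BSA.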
Epigenetic reg: Quantitative High-Throughput Screen for Regulators of Epigenetic Control | murine LDR cells, GFP reporter derepression, 30 h | 280,000 compounds, 0.2% hits | Potency, µM (highest dose often 53.9 µM), without a hit: at the highest dose GFP activation, most hits filed as activators; further: potency means the concentration at half of the fitted maximal effect; % of control where 0% means no effect; nearly all actives have a fitted effect of over 60% in size
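GFP-positive cell count by laser-scanning cytometry (objects 20–120 um) after 30 h, 37 C compound exposure of murine LDR cells; reporter is CMV-GFP integrated at a silenced locus, inducible by HDAC or DNMT inhibitors.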
IMPase Li cell: qHTS Assay for Identifying the Cell-Membrane Permeable IMPase Inhibitors: Potentiation with Lithium; CHO-M1 cells, IP1 TR-FRET (IP-One), carbachol + lithium; Potency, µM (doses to about 59.4 µM), inactives show at the highest dose activity, negative = IMPase inhibition, hits mostly inhibitors; 210,000 compounds, 0.35% hits; AID 1457, 2008;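 further: IP1 builds up when IMPase is blocked and the TR-FRET signal falls; potency means the concentration at half of the fitted maximal effect; plate controls were basal vehicle for no effect and high inhibitor control for full effect; nearly all actives have a fitted effect of over 50% in size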
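CHO-M1, 2000 cells/well, 16–30 h culture; cpd + low Li+, 30 min 37C; lysis with d2-IP1/Eu-anti-IP1 Ab, 10 min RT; TR-FRET 665/620 ratio and 620 channel; AC50 via Hill.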
The depositor's hits bear a star; u = inconclusive; x = not tested or not shown; & = joins results of further samples; [ ] = dose if it differs, or a comment. The call rests on the fitted dose curve; in most records, active means well fitted curve in the direction sought with a large enough effect; inconclusive means small, poorly fitted or top-dose-only effect, or another doubt; inactive means no such curve, though single readings can be large; an effect the other way counts as inactive or inconclusive. An excerpt; count on the stated rates, not on these rows.

Under each structure: L3MBTL1 block	HttQ103 aggreg	Luc counter	IMPase Li cell	CBFb-RUNX1 inh	Epigenetic reg	NPSR antagonist
Cc1ccnc(NS(=O)(=O)c2ccc(Oc3ccccc3)cc2)c1
  x	u	0%	23%[38.3 µM]	-2%	1.6%	-11%[46.1 µM]
O=C(COc1ccccc1)NCCc1cn2ccsc2n1
  x	-4%	-1%	-1%[38.3 µM]	1%	4.6%	-6%[46.1 µM]
O=C(Nc1nnc(COc2ccc(Cl)cc2)s1)c1ccco1
  -4%	-9%[9.22 µM]	-1%	-6%	8%	-1.4%	4%
COc1ccccc1CNC(=O)C(Cc1c[nH]c2ccccc12)NC(=O)OCc1ccccc1 (stereo unspecified)
  -6%	-3%	-4%	-4%	-25%	-1.5%	-17%
CCn1c(COc2ccc(C(C)C)cc2)nnc1SCC(=O)Nc1nccs1
  x	31%	-5%	5%[38.3 µM]	5%	14%	-21%[46.1 µM]
CCn1c(SCC(N)=O)nnc1-c1cc2c(C)nn(-c3ccccc3)c2s1
  -2%	-28%	-1%	5%[38.3 µM]	7%	0.0%	12%[46.1 µM]
Cc1cc(C(=O)NCc2cccs2)cs1
  4%	u	0%	11%[38.3 µM]	6%	0.0%	-1%[46.1 µM]
CCN(C(=O)COC(=O)c1nn(-c2ccccc2)c(=O)c2ccccc12)C1CCS(=O)(=O)C1 (stereo unspecified)
  x	-12%[9.22 µM]	x	x	-7%	-1.5%	2%
O=C(CSc1cccc[n+]1[O-])Nc1cccc(S(=O)(=O)NC2=NCCCCC2)c1
  4%	19%	1%	3%	4%	-0.2%	5%
COc1ccc(Cc2noc(-c3ccc(OC)c(OC)c3)n2)cc1OC
  9%	-14%	11%	14%[38.3 µM]	4%	-0.7%	-28%[46.1 µM]
O=C(c1cc(COc2ccc3ncccc3c2)on1)N1CCCC(O)C1 (stereo unspecified)
  -1%	u	-3%	4%	7%	-11%	-11%
COc1ccc(-n2ncc(N(C)n3cccc3)c(Cl)c2=O)cc1
  1%	1%	x	x	-4%	-1.9%	-18%[46.1 µM]
S=c1[nH]nc(CSCc2ccc(Cl)cc2Cl)n1-c1ccccc1
  -11%	-4%	2%	14%	-4%	-2.3%	-11%[46.1 µM]
Cc1ccc(S(=O)(=O)c2nnn3c2nc(N2CCCCC2)c2ccccc23)cc1
  1%	-6%	-1%	1%	2%	0.0%	-35%
COc1ccccc1OCc1ccc(C(=O)Nc2ccncc2)o1
  7%	-27%	2%	8%[38.3 µM]	3%	-3.2%	2%[46.1 µM]
O=C(CCCCCN1C(=O)c2ccccc2C1=O)NCc1ccccn1
  -8%	2%	1%	-3%[38.3 µM]	-4%	-2.1%	-8%[46.1 µM]
Cc1ccc(-n2cnc3ncnc(-c4ccccc4)c32)cc1
  -3%	17%	-1%	12%	4%	1.1%	7%
COc1ccc(C2CC(c3ccc(Cl)cc3Cl)Nc3nc(N)nn32)cc1OC (stereo unspecified)
  0%	-3%	1%	11%	-7%	0.0%	10%
CCCC(=O)N=c1sc2cccc(F)c2n1C
  x	26%	3%	9%[38.3 µM]	1%	0.7%	-6%[46.1 µM]
Cc1cc(NC(=O)COc2ncnc3sc(C)c(C)c23)no1
  1%[11.4 µM]	-16%	0%	26%[38.3 µM]	7%	0.0%	-8%[46.1 µM]

The closing 3 records of the section above are carried over, then new ones follow.
Under each structure: L3MBTL1 block	HttQ103 aggreg	Luc counter	IMPase Li cell	CBFb-RUNX1 inh	Epigenetic reg	NPSR antagonist
COc1ccc(C2CC(c3ccc(Cl)cc3Cl)Nc3nc(N)nn32)cc1OC (stereo unspecified)
  0%	-3%	1%	11%	-7%	0.0%	10%
CCCC(=O)N=c1sc2cccc(F)c2n1C
  x	26%	3%	9%[38.3 µM]	1%	0.7%	-6%[46.1 µM]
Cc1cc(NC(=O)COc2ncnc3sc(C)c(C)c23)no1
  1%[11.4 µM]	-16%	0%	26%[38.3 µM]	7%	0.0%	-8%[46.1 µM]
Cc1cc(Br)ccc1SCC(=O)OCC(=O)NC(C)c1ccccc1 (stereo unspecified)
  13%	-6%	3%	-4%	7%	-0.8%	1%
CCCc1nnc(SCC(=O)N2CCOCC2)n1C
  -3%	-13%	6%	6%	16%	1.2%	11%[46.1 µM]
CC(=O)Nc1scc(-c2ccccc2)[n+]1-c1ccc(C)cc1
  x	-4%	0%	-22%	3%	1.1%	-24%
CC1CCC(C(=O)NC(C(=O)NCCN2CCC(C)CC2)C(C)C)CC1 (stereo unspecified)
  6%	5%	-1%	30%[38.3 µM]	9%	-1.0%	-14%[46.1 µM]
COc1ccccc1NC(=S)NCc1ccc2c(c1)cc(C)n2C
  -6%	-1%	1%	9%	u	-1.7%	-23%
Cc1cc(C(=O)N/N=C(\CCC(=O)O)c2cccs2)c2ccccc2n1
  -1%	-5%	3%	-4%	8%	1.1%	14%
COC1C=CC(CNC(=O)c2cc3c(=O)n4cccc(C)c4nc3n2C)(OC)O1 (stereo unspecified)
  x	-3%	-3%	-4%	14%	0.0%	28%
COc1ccc(C(=O)Nc2ccc(S(=O)(=O)Nc3nccnc3OC)cc2)cc1OC
  4%	-4%	6%	-10%	-1%	-0.9%	-5%[46.1 µM]
CN(C(=O)CSc1nc(O)cc(=O)n1C1CCCC1)c1ccccc1
  3%	18%[9.22 µM]	x	x	7%	12%	-3%
S=C1SCN(Cc2cccnc2)CN1Cc1ccccc1
  x	u	5%	6%	-15%	6.7%	-23%
Cc1cc(=O)n2c(n1)NC(Nc1cccc(C)c1C)=NC2c1ccc(F)cc1 (stereo unspecified)
  x	8%[9.22 µM]	x	x	13%	-2.3%	-1%
COc1cc(C(CCN2CCCCC2)c2c(OC)cc(OC)c3c(C)cc(=O)oc23)cc(OC)c1OC (stereo unspecified)
  x	u	x	x	8%	0.5%	-48%
Oc1ccc(O)c(-c2cnns2)c1
  0%	u	-1%	2%	3%	-1.9%	4%
Cc1csc(NC(=O)c2cccc(C)c2C)n1
  6%	7%	x	x	-1%	-1.0%	-6%[46.1 µM]
C/C=C/c1ccc(Oc2nnnn2-c2ccc(C(=O)O)cc2)c(OC)c1
  x	1%	-4%	26%[38.3 µM]	-3%	1.0%	-11%[46.1 µM]
CN(CC(O)Cn1cnc2c1c(=O)n(C)c(=O)n2C)c1ccccc1 (stereo unspecified)
  -4%	5%[9.22 µM]	-3%	14%	10%	1.0%	-12%
CN1CCN(c2ccccc2NC(=O)c2cc3ccccc3o2)CC1
  -3%	-1%	0%	9%[38.3 µM]	-1%	0.0%	u
COCOc1ccc(OC)cc1C(=O)/C=C/c1ccc(OC)c(Br)c1
  x	x	0%&-1%	14%&6%	-11%&-10%	1.1%&2.3%	x
COc1ccc(NC(=O)N(Cc2cc3ccc(OC)cc3[nH]c2=O)CC2CCCO2)cc1 (stereo unspecified)
  2%	x	-1%	9%	6%	0.0%	-10%
COc1ccc(CN(C)CC(=O)NC(=O)NCc2ccccc2)c(OC)c1
  1%	-5%	1%	5%	0%	0.1%	-1%
Cc1cccc(OCCC(=O)Nc2ccc(F)c(F)c2)c1
  22%	8%	2%	6%	14%	3.0%	-20%
CCCCc1ccc(NC(=O)C(=O)NCCN2CCN(Cc3ccc([N+](=O)[O-])cc3)CC2)cc1
  4%	u	-1%	2%	4%	-1.2%	14%
Cc1cccc(NC(=O)CCCn2c(=S)[nH]c3ccccc3c2=O)c1
  x	-3%	-2%	2%	-5%	1.1%	-3%
N=C1C(c2nc3ccccc3[nH]2)=C(O)CN1c1ccc(CC(=O)O)cc1
  x	24%	-4%	30%[38.3 µM]	-18%	5.5%	-5%[46.1 µM]
CN1C(=O)/C(=N/OC(=O)c2ccccc2Br)c2ccccc21
  x	16%	-2%	-3%	-7%	1.4%	-11%
Cn1c(N)c(C(=O)CSc2ccc3c(c2)OCCO3)c(=O)n(C)c1=O
  4%	u	-7%	3%[38.3 µM]	0%	0.0%	-11%[46.1 µM]
Cc1ccc(-n2ncc(C#N)c2/N=C/N(C)C)cc1
  x	17%	-2%	-7%[38.3 µM]	2%	-0.7%	-27%[46.1 µM]
COc1cccc(NC(=O)N2CCCC(C(=O)NCc3ccc(F)cc3)C2)c1 (stereo unspecified)
  -6%	12%	-3%	7%	12%	1.5%	4%[46.1 µM]
Cc1cccc(NC(=O)c2nnn(-c3cccc(C(F)(F)F)c3)c2N)c1
  x	5%	1%	-5%	-2%	7.4%	-2%
CCOC(=O)C1=C(O)C(=O)N(Cc2ccc(C(C)(C)C)cc2)CC1
  1%	11%[9.22 µM]	x	5%	-1%	-2.3%	-13%
COc1cccc(-c2cc(C(F)(F)F)nc(-n3cc(C)cn3)n2)c1
  x	-25%	3%	6%	18%	-2.4%	-37%
Cc1ccccc1OC1=NS(=O)(=O)c2ccccc21
  3%	7%[9.22 µM]	-2%	-2%	2%	0.0%	-10%
CCCSC1=C(C#N)C(c2cccs2)CC(=O)N1 (stereo unspecified)
  -3%	36%[9.22 µM]	x	x	2%	3.2%	-3%
COc1ccccc1N1CCN(CC(=O)c2c(N)n(C)c(=O)n(C)c2=O)CC1
  2%	-1%	2%	0%	-13%	0.4%	5%
COc1ccc(CC(=O)NNC(=O)c2cnccn2)cc1
  22%	u	1%	-7%	-21%	1.0%	18%
CC(C)c1ccccc1S(=O)(=O)c1cc(N)c2ncccc2c1[N+](=O)[O-]
  x	x	-1%	5%	-24%	7.4%	x
O=C(Cn1cccc1)N1CCN(c2ccc(F)cc2)CC1
  x	12%	0%	1%[38.3 µM]	-4%	0.8%	-1%[46.1 µM]
COC(=O)/C=C/c1oc2ccccc2c1C
  36%[activator]	-2%	4%	4%	0%	4.8%	0%
O=C(NCCCN1CCCCC1)c1ccc2c(=O)n(CCc3ccccc3)c(=O)[nH]c2c1
  3%	15%	-2%	-2%[38.3 µM]	2%	1.9%	-13%[46.1 µM]
